Bioassay records from PubChem BioAssay.
FLuc inh counter = inhibits firefly luciferase, flagging false hits in luciferase inhibition screens | actives 1.5% (n = 200,000) | inhibition, % at 10 µM | P08659 | ATPLite firefly luciferase biochemical luminescence, 10 min | AID 1006;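 active = inhibition above about 50% when tested at 10 µM, limit read from the data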
Target sequence (P08659 whole entry, looked up): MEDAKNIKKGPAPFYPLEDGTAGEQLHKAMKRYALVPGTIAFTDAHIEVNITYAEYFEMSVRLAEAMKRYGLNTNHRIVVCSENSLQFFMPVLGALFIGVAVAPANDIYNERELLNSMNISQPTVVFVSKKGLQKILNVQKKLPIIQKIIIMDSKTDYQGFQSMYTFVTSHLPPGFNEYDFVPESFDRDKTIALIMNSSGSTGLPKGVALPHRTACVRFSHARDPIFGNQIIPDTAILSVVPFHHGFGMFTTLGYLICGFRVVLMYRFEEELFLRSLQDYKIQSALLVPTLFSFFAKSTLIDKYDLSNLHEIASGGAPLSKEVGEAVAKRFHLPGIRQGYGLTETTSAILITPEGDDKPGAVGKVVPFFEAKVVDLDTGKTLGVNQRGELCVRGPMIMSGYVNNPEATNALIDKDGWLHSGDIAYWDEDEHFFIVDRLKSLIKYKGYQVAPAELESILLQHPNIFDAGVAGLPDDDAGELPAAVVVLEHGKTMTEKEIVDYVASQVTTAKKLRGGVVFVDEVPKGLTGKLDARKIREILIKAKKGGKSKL
FLuc act counter = firefly luciferase counter-screen for stimulation assays. P08659. ATPlite luciferase biochemical, luminescence, 10 min; 0 = ATP-free wells, 1 = DMSO control. activation factor at 10 µM. 200,000 tested, under 10 active;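 active = luciferase activation factor, scaled between plate controls, of at least 2 with compound at 10 µM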
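Material: Luciferase/luciferin reagent mix; Doses: test compounds dosed from 2 mM stocks in 100% DMSO; Schedule: 10 min incubation after luciferase reagent addition, room temperature; Measured by: luminescence from luciferase reaction; Read-out: luminescence gain marking luciferase activators.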
STAT1 act = STAT1 signaling activation; activation (% of control), % at 5.5 µM; AID 932; NIH 3T3 STAT1-luciferase reporter, IFN-gamma, luminescence; 100% = IFN-gamma alone, no compound; actives 2.6% (n = 200,000);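 active = activation above the screen-wide mean activation plus 3 SD, cut at about 130% in these data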;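 note: raw ratio to IFN-gamma control signal so 100% means no change and 0% no light; values of inactives mirror those of a sister screen read the other way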
APP transl inh = APP translation inhibition | SH-SY5Y APP 5'UTR-luciferase reporter, luminescence | inhibition, % at 2 µM | actives 0.82% (n = 190,000);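 active = inhibition above a set limit, derived from the sample mean plus 3 SD, cut at about 45% in these data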; note: values of inactives mirror those of a sister screen read the other way
Hsp70 activator = switches on Hsp70 transcription. actives 0.04% (n = 200,000). HeLa Hsp70 promoter luciferase reporter, luminescence; scaled: vehicle 0, proteasome-inhibitor control 100%. activation, % at 10 µM. AID 1203;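 active = activation above the mean across all tested compounds plus 3 SD, cutoff set per campaign, cut at about 5.5% in these data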;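 note: 100% = MG132 at 30 µM as the positive control and 0% = DMSO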
Efa HMGR inh = E. faecalis class II HMG-CoA reductase inhibition; purified E. faecalis HMGR, NADPH absorbance 340 nm kinetic; inhibition, % at 10 µM; actives 0.41% (n = 190,000); AID 1066;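 active = inhibition above a set limit, the median over all tested compounds plus 3 SD, cut at about 9.5% in these data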;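 note: enzyme runs in reverse so mevalonate oxidation gives rising NADPH absorbance; 0% = complete reaction with DMSO and 100% = background rate lacking mevalonate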
NF-kB expr up = NF-kB expression increase, human neuronal cells; NF-kB reporter expression; hits give high values; fold change at 12.5 µM; actives 1.6% (n = 190,000); in the data active = fold change above about 3.3
Redox H2O2 prof = compounds producing H2O2 with reducing agent – biochemical, NIH compound library profiling, artefact control for MLSCN library redox annotation, primary screen. DTT-dependent redox cycling H2O2, phenol red/HRP absorbance; 100% = 100 µM peroxide control, 0% = buffer. activation, % at 10 µM. actives 0.03% (n = 200,000). AID 878;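 active = activation of at least 50% relative to the plate's high and low controls in the primary single-dose screen; inactive = activation below 50%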;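 note: compound incubated with DTT at 0.8 mM final as the reducing agent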
G6PDH CS = counter-screen for G6PDH assay hits: L. mesenteroides G6PDH inhibition; Purified L. mesenteroides G6PDH, diaphorase/resazurin coupled fluorescence, 45 min; actives 0.12% (n = 200,000); inhibition, % at 5 µM; in the data active = inhibition above about 50%
APP 5'UTR act = APP 5'UTR luciferase reporter activation | SH-SY5Y APP 5'UTR luciferase reporter, luminescence; zero percent = DMSO vehicle wells | activation, % at 2 µM | actives 1% (n = 190,000) | AID 1276;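 active = activation above a set limit, based on mean plus 3 SD of controls, cut at about 140% in these data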; note: values of inactives mirror those of a sister screen read the other way
* = called active by the depositor; . = no result given.

SMILES	FLuc inh counter	FLuc act counter	STAT1 act	APP transl inh	Hsp70 activator	Efa HMGR inh	NF-kB expr up	Redox H2O2 prof	G6PDH CS	APP 5'UTR act
FC(F)Sc1nnc(-c2cccs2)n1-c1ccccc1	-6	1.1	99	8	-0.1	1	1.1	0.6	9	-8
c1ccc(N2CCN(c3ccccc3)C2c2cccs2)cc1	-3	1	127	-24	0.2	-1	1.7	1.6	0	24
Cc1ccccc1NC(=S)N(Cc1cccnc1)Cc1ccco1	-8	1.1	98	19	-0.1	1	1.1	-0.3	7	-19
O=[N+]([O-])c1cccc(-n2nnnc2CN2CCCC2)c1	-5	1.1	106	-19	-0.2	-4	1	0.0	8	19
CCN(CC)C(=S)SC1=CCS(=O)(=O)C1	-4	1	102	-18	0.2	-5	1.1	-0.9	5	18
Clc1ccc(-c2nnnn2-c2ccc(Cl)c(Cl)c2)cc1Cl	-3	1	101	2	0.5	-6	1.7	-0.1	8	-2
O=C(Nc1ccc(N2CCOCC2)c(Cl)c1)c1cccnc1Cl	2	1	106	4	-0.2	0	1.1	-0.5	11	-4
O=C(C1CC1)N1CCc2cc(Br)cc(S(=O)(=O)NCCCN3CCCC3)c21	-8	1.1	106	-20	-0.5	0	1.1	-0.5	-13	20
O=C(COc1ccccc1Cl)Nn1cnnc1	-6	1.1	105	-10	0.0	-4	0.85	-0.1	4	10
C/C(N)=C(/C#N)C(=O)CSc1nc2cc(Cl)ccc2c(=O)n1Cc1ccco1	-3	1	96	-10	-0.1	-1	1.7	8.5	-6	10
CS(=O)(=O)N(Cc1nnc(-c2cccs2)o1)c1ccc(Cl)cc1F	-2	1	101	18	0.0	-3	1.2	-4.1	10	-18
O=C(c1cccnc1)N1CCN(Cc2ccccc2Br)CC1	-4	1	97	1	-0.3	-8	1.1	2.8	3	-1
O=C(Nc1ccc([N+](=O)[O-])cn1)C1CC2CCC1C2 (stereo unspecified)	-7	1.1	100	-24	0.3	-7	1.5	-0.1	8	24
Cc1ccc(S(=O)(=O)Nc2ccc(NC(=O)/C=C/C(=O)O)cc2)cc1	-1	1	96	1	-0.4	-5	0.97	0.3	3	-1
COCc1cc(C)nc(N2CCN(c3ccccc3)CC2)c1C#N	-3	1	108	25	-0.1	-2	0.86	0.4	4	-7
CCCn1c(-c2ccc(F)cc2)n[nH]c1=S	5	1	97	10	-0.4	1	0.98	-2.1	25	-10
COc1nnc(-c2ccccc2)s1	5	0.9	103	3	-0.3	0	1.5	-0.5	4	-3
COc1ccc(NS(=O)(=O)c2cc(NC(=O)c3cccs3)ccc2N2CCCC2)cc1	-6	1.1	93	-9	0.0	-4	0.63	-0.4	0	9
COc1cccc(-c2cc(C(F)(F)F)n3nc(N)nc3n2)c1	-8	1.1	99	10	-0.6	-5	1.2	-1.2	1	-10
OC(CCN1CCCCC1)(c1ccccc1)c1ccccc1	-9	1.1	97	5	-0.2	0	0.86	-0.1	14	-5
Cc1ccc(NC(=S)NCC(C)CSc2ccc(Cl)cc2)cc1 (stereo unspecified)	-4	1	90	6	-0.1	-2	1	-0.1	2	-7
C/C(=N\n1cnnc1)c1ccccc1	-1	1	106	-11	-0.4	-2	0.89	0.1	3	11
Cc1cc(C)n2nc(N)c(N=Nc3ccc(Cl)cc3)c2n1	-7	1.1	107	2	-0.2	0	0.97	2.6	4	-2
Cc1cc(C=C2C(=O)c3ccccc3C2=O)c(C)n1-c1ccccc1	90*	0.1	88	-43	0.0	-1	0.32	-8.0	1	43
CCCCn1c2ccc(F)cc2c2nnc(NN)nc21	-6	1.1	100	13	0.3	-4	0.98	0.3	1	-13
The listing continues:
SMILES	FLuc inh counter	FLuc act counter	STAT1 act	APP transl inh	Hsp70 activator	Efa HMGR inh	NF-kB expr up	Redox H2O2 prof	G6PDH CS	APP 5'UTR act
COc1ccc(C)c2sc(NC(=O)C3=COCCO3)nc12	36	0.6	109	-35	-0.2	-6	1.3	-0.5	-17	35
CCOc1ccc(N2C(=O)C(Cl)=C(Nc3ccccc3O)C2=O)cc1	0	1	98	-64	-0.1	3	1.5	-0.3	4	64
COc1ccnc(NCc2cccnc2)c1C#N	-3	1	101	-7	0.3	2	1.1	1.5	0	7
CCCCCCOC(=O)NCC(O)c1ccccc1 (stereo unspecified)	6	0.9	116	-66	0.6	-7	2.3	1.1	12	66
Cc1ccc(C)c(NC(=O)CSc2nc3c(c(=O)n2C)SC(C)C3)c1 (stereo unspecified)	-4	1	97	2	-0.3	-9	1.2	-2.3	-17	-2
Cc1[nH]n(-c2cccc3ccccc23)c(=O)c1C=Nc1ccc2[nH]c(=O)[nH]c2c1	-2	1	98	-12	-0.1	0	1	-0.4	-2	12
C#CCOCCOCCOCCNc1nc(N2CCOCC2)nc(N2CCN(C(=O)Cn3cc(CCCN=C(N)N)nn3)CC2)n1	-2	1	91	6	-0.1	-9	1.4	0.3	3	-6
COc1ccc(N=Cc2ccc(CNS(=O)(=O)c3ccc(Cl)cc3)o2)cc1	-3	1	100	8	-0.2	-1	1.3	1.8	6	-8
Cc1ccc(CN2CCC(c3nc4ccc(Cl)cc4[nH]3)CC2)cc1	-6	1.1	100	-6	-0.4	-2	0.64	2.3	8	6
Cc1ccnc(NC2OC(=O)c3ccccc32)c1 (stereo unspecified)	-4	1	104	-12	-0.1	2	1.2	0.0	3	12
CCCN(CC1CC1)c1nc(N)c2c(N)nc(OC)cc2c1C#N	-6	1.1	110	.	-0.4	1	0.94	0.3	28	.
Cc1cccc(C(=O)O/N=C/c2c(N3CCOCC3)n(C)c3ccccc23)c1	-8	1.1	94	17	-0.2	-3	0.56	-8.1	4	-17
Cc1cccc(-c2noc(-c3ccc4c(c3)OCO4)n2)c1	82*	0.2	86	-186	-0.1	0	.	0.3	9	186*
COc1ccc(/C=C/C(=O)NCC2COc3ccccc3O2)c(OC)c1 (stereo unspecified)	2	1	110	-54	0.1	-1	1.4	-0.1	8	54
CCOc1ccc(NC(=O)CCSc2nc3c(c(CC)c2C#N)C(=O)CC(C)(C)C3)cc1	-4	1	98	-10	-0.4	-4	0.82	0.7	-1	10
COc1ccccc1-n1nnnc1SCC(=O)NC1CCCC1	-6	1.1	102	-1	-0.4	-2	1	2.3	4	1
O=C(NCCC1=CCCCC1)N[C@@H](Cc1ccccc1)C(=O)O	-7	1.1	99	-16	-0.4	-5	1.2	1.5	2	16
Cc1ccc2[nH]c(=O)c(CN(Cc3ccccc3)Cc3nnnn3C3CCCC3)cc2c1	0	1	106	-2	-0.2	-6	1.6	1.9	9	2
C/C(=N\NC(=O)c1ccccc1)c1cc2cc([N+](=O)[O-])ccc2oc1=O	-2	1	104	-4	-0.2	-1	1.1	0.5	-15	4
COc1ccc([N+](=O)[O-])cc1NC(=O)CSc1nc(C)cc(C)n1	-5	1.1	109	12	-0.1	-2	0.98	0.1	0	-12
COc1cc2c(cc1OC)-c1c(OC)c(OC)cc3ccnc(c13)C2=O	-3	1	105	15	-0.3	0	0.56	-0.7	20	-15
O=C(/C=C\c1ccco1)Nc1ccc(N2CCN(C(=O)c3ccccc3)CC2)cc1	0	1	96	-8	-0.3	-7	0.78	0.5	7	8
COc1ccc(C(=O)CSc2ccc(-c3ccccc3)nn2)cc1	2	1	100	-8	-0.2	0	1.3	-0.1	-10	8
CC1=NN(c2ccc(F)cc2)C(=O)C1C(c1cccc(O)c1)c1c(C)[nH]n(-c2ccc(F)cc2)c1=O (stereo unspecified)	-8	1.1	98	12	0.1	2	1.1	2.5	2	-12
CC(C)c1ccc(Nc2ncccc2C(=O)O)cc1	67*	0.3	143*	-140	-0.3	-4	1.2	-0.7	12	140*

Full records, looked up by structure.
`CC(C)c1ccc(Nc2ncccc2C(=O)O)cc1` across the screens: FLuc inh counter = 67*; FLuc act counter = 0.3; STAT1 act = 143*; APP transl inh = -140; Hsp70 activator = -0.3; Efa HMGR inh = -4; NF-kB expr up = 1.2; Redox H2O2 prof = -0.7; G6PDH CS = 12; APP 5'UTR act = 140*
`O=C(NCCC1=CCCCC1)N[C@@H](Cc1ccccc1)C(=O)O` across the screens: FLuc inh counter = -7; FLuc act counter = 1.1; STAT1 act = 99; APP transl inh = -16; Hsp70 activator = -0.4; Efa HMGR inh = -5; NF-kB expr up = 1.2; Redox H2O2 prof = 1.5; G6PDH CS = 2; APP 5'UTR act = 16
`Cc1cccc(-c2noc(-c3ccc4c(c3)OCO4)n2)c1` across the screens: FLuc inh counter = 82*; FLuc act counter = 0.2; STAT1 act = 86; APP transl inh = -186; Hsp70 activator = -0.1; Efa HMGR inh = 0; NF-kB expr up = .; Redox H2O2 prof = 0.3; G6PDH CS = 9; APP 5'UTR act = 186*

(more compounds)
SMILES	FLuc inh counter	FLuc act counter	STAT1 act	APP transl inh	Hsp70 activator	Efa HMGR inh	NF-kB expr up	Redox H2O2 prof	G6PDH CS	APP 5'UTR act
Clc1ccc(-c2nnc(COc3ncnc4ccccc34)o2)cc1	-1	1	108	-41	-0.2	-2	1.3	-1.2	1	41
CC1CC1C(=O)OCC(=O)Nc1ccc2[nH]c(=O)[nH]c2c1 (stereo unspecified)	-5	1.1	104	11	0.3	-3	1	-1.0	3	-11
O=C(NC1CCCC1)C1CC(=O)N(CCc2ccccc2)C1 (stereo unspecified)	-3	1	92	-4	0.0	-2	0.9	-1.3	3	4
COc1cc([N+](=O)[O-])ccc1NC(=S)Nc1cc(C(=O)OC(C)C)cc(C(=O)OC(C)C)c1	-3	1	104	-5	-0.5	-2	0.65	1.0	-26	5
O=C(Nc1ccc(C(=O)O)cc1)/C(=C\c1ccc2c(c1)OCO2)NC(=O)c1ccc(Br)o1	-4	1	100	-22	-0.4	0	1.9	-1.3	2	21
COC(=O)c1ccccc1NC(=O)c1ccc(-c2ccccc2F)o1	-9	1.1	106	-16	-0.2	-1	1.2	4.7	1	16
CCOc1cc(C(=O)O/N=C(\N)c2ccc([N+](=O)[O-])cc2)cc(OCC)c1OCC	-8	1.1	100	-1	0.4	2	1	-0.7	4	1
CC(=O)Nc1ccc(S(=O)(=O)N2CCCc3ccccc32)cc1	-6	1.1	103	-11	-0.5	0	0.93	-1.8	5	11
CC(C)N(C(=O)COC(=O)[C@H](C)NC(N)=O)c1ccccc1	-5	1.1	95	18	-0.2	1	0.98	-0.5	6	-18
C/C(=N\O)C(=O)NCC1CCNCC1	-5	1.1	106	-5	0.1	-1	1	0.0	6	5
O=C(NCc1ccccc1)C1CCC1	-4	1	95	-8	-0.5	-3	1.2	-0.5	-1	8
Cc1cc(C)nc(Nc2cc([N+](=O)[O-])ccc2C)n1	-3	1	96	7	0.0	-3	.	-1.6	9	-7
O=C(COC(=O)CCCNC(=O)c1ccc(Cl)cc1)NC1CC1	7	0.9	104	-5	-0.2	0	0.99	1.8	5	5
Cc1ccc(C(=O)CN2C(=O)C(=O)N(Cc3ccccc3)C2=O)cc1	-3	1	112	-27	-0.3	-3	1.2	-0.6	6	27
CCOP(=O)(c1ccc(N(C)C)cc1)C(O)c1ccc(Cl)cc1 (stereo unspecified)	-1	1	102	-5	-0.3	1	1	2.0	7	5
CN1C(=O)/C(=C/c2ccccc2Cl)Sc2ccc(C(=O)NCc3cccnc3)cc21	-1	1	103	-25	-0.1	-6	1.1	0.3	6	25
COC(=O)c1c(-c2ccc(F)cc2)csc1NC(=O)C1CCCO1 (stereo unspecified)	4	1	117	-22	0.6	-3	2.1	0.2	11	22
COC(=O)c1sccc1NC(=S)Nc1cc(OC)ccc1OC	1	1	96	-2	0.1	0	0.92	0.1	1	2
O=C(CC1Nc2ccccc2NC1=O)NCCCN1CCCCCC1 (stereo unspecified)	-5	1.1	98	1	0.1	-2	0.58	0.0	4	-1
